KDM5B inhibitor = KDM5B demethylase inhibition. KDM5B demethylase, FDH-coupled NADH fluorescence (FDH is formaldehyde dehydrogenase). Potency, µM (series often up to 57.7 µM), inactives show top-dose activity change, negative = inhibition, most hits filed as inhibitors. 220,000 compounds, 2.6% hits. AID 1347165; active means well fitted inhibition curve with a large enough effect; inconclusive means small, poorly fitted or top-dose-only effect; inactive means no such curve, though single readings can be large or run the other way; further: 0% is about no effect; nearly all actives have a fitted effect of over 70% in size
Target sequence (Q9UGL1 whole entry, looked up): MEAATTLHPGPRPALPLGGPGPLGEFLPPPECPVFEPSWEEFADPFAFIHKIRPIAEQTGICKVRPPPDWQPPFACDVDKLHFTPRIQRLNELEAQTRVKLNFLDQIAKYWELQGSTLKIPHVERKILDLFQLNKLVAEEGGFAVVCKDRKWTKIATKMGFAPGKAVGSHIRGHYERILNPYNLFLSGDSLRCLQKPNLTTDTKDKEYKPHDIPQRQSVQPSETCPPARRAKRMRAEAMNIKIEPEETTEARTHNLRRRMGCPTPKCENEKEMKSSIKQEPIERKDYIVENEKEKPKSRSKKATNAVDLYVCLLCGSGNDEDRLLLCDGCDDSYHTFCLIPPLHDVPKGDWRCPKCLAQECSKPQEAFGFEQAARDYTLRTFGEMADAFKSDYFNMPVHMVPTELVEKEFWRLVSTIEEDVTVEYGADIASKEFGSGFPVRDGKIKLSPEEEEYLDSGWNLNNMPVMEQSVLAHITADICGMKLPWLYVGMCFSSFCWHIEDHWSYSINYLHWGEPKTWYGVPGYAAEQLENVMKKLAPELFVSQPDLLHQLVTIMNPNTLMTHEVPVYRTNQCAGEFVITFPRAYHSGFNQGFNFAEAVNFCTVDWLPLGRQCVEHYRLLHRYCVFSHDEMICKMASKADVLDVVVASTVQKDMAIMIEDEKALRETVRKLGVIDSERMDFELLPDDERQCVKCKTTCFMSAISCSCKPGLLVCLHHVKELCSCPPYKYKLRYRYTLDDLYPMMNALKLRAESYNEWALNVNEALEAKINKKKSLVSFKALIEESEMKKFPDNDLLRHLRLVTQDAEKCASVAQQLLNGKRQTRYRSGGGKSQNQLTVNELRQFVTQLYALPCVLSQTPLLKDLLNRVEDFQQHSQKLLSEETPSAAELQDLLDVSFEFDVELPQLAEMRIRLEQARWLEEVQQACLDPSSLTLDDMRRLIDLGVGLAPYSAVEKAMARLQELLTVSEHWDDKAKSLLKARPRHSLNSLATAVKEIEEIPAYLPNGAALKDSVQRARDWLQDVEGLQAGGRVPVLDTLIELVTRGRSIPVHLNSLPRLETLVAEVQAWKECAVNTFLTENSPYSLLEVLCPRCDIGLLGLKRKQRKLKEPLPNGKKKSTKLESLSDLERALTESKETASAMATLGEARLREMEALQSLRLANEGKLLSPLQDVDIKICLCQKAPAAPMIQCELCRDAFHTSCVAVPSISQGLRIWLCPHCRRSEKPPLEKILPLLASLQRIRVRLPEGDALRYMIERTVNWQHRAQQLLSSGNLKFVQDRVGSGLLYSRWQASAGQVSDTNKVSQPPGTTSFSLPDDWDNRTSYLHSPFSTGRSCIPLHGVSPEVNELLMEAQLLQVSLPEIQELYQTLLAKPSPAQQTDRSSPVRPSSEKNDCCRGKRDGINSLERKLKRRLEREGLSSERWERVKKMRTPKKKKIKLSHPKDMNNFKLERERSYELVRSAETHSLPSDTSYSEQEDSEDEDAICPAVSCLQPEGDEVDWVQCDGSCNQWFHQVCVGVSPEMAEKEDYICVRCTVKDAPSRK
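Measured: NADH fluorescence change, 30 min, RT. System: KDM5BΔAP 200 nM final, H3K4me3 peptide, α-KG, Fe(II), ascorbate, NAD⁺ plus FDH, pH 7.5 HEPES. Compounds: titrated, 10 min pre-incubation with enzyme.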
An asterisk follows results filed as active; ? = inconclusive; & = joins results of further samples; [ ] = remark or other dose. Potency means the concentration at half of the fitted maximal effect. The list is partial; count on the stated rates, not on these rows.

#	SMILES	KDM5B inhibitor
1	COc1ccc(C(C)=O)cc1COC(=O)C1(c2ccc(Cl)cc2)CC1	-15.7%
2	COc1ccc(-c2nc3sc(CCNC(=O)c4cc(Cl)ccc4OC)c(C)n3n2)cc1	-21.1%
3	Cc1nc2cc(-c3ccccc3)nn2c(C)c1CCC(=O)NCCC(C)C	?
4	COc1ccc(OCCn2cc(C(C)=O)c3ccccc32)cc1	-3.1%
5	CN(C)C(=O)c1ccc(OC2CCN(C(=O)c3ccccc3)CC2)nc1	25.5%
6	C#CCOc1ccc(C(=O)N[C@@H]2CN(C3CCN(C)CC3)CCC[C@H]2O)cc1	-5.5%[86.2 µM]
7	Cc1cccc(C(=O)Nc2ccc(C(=O)OCc3cc(=O)n4nc(C5CC5)sc4n3)cc2)c1	?
8	Cc1cc2c(cc1S(=O)(=O)CCC(=O)N(C)Cc1ccccc1)OCC(=O)N2	0.7%
9	O=C(CN1C(=O)NC(c2ccccc2Cl)C2=C1COC2=O)NCc1ccccc1Cl (configuration not stated)	18.7%
10	CC(C)[C@@H]1CN(C(=O)c2ccc(=O)n(C)n2)C[C@H]1NS(=O)(=O)N(C)C	21.6%
11	CCNC(=O)[C@@H]1C[C@H](N)CN1C(=O)c1ccc(NC(C)=O)cc1C	5.2%
12	Nc1nc(Nc2ccccc2Cl)cc(=O)[nH]1	4.2%
13	C[S+](=O)([O-])N1Cc2ccccc2CC2(CCN(CC3CCCC3)C2)C1 (configuration not stated)	2.1%[115 µM]
14	COc1cccc(N2CCN(C(C(=O)O)c3c[nH]c4cc(NC(=O)CCC(=O)O)ccc34)CC2)c1 (configuration not stated)	?
15	Nc1cc(=O)n(Cc2ccccc2)c(=O)n1-c1ccc(Cl)cc1	-14.9%
16	O=C(Cc1ccccn1)N1CCC2(C1)C(=O)N(CCc1ccccc1)c1ccccc12 (configuration not stated)	3.5%&10.1%
17	CN1CCC(N2CC3(C2)C(=O)N(C)C(=O)[C@@H]2C[C@@H](O)CN23)CC1	-20.8%[86.2 µM]
18	O=C(Cc1ccccc1)NCC1CN(C(=O)C2CCOCC2)CC12CN(c1ccccc1)C2 (configuration not stated)	12.8%
19	COc1ccc(CNC(=O)N[C@H](Cc2ccccc2)C(=O)N2CCOCCNC(=O)CC2)cc1	6.5%
20	Clc1ccccc1-c1ncc[nH]1	-11.8%[230 µM]
21	CN(C)S(=O)(=O)c1cccc(NC(=O)c2cccc(Oc3ccccc3)c2)c1	-17.2%
22	CCOC(=O)c1sc(Nc2ccc(C)cc2)nc1C	1.2%
23	CCc1ccccc1N(C)C(=O)C1CCCN(c2ncnc3c2nc2n3CCCCC2)C1 (configuration not stated)	-5.7%
24	CC1=C(C(=O)OC2CCCC2)C(c2ccccc2Cl)CC(=O)N1 (configuration not stated)	-14.6%
25	CCc1nc(-c2c3n(c(=O)n(Cc4cc(F)ccc4F)c2=O)CCCC3)no1	-15.4%
26	COc1ccc(C(=O)N2CC[C@H]3C(=O)NCCCCCCN(Cc4ccncc4)[C@@H]3C2)c(OC)n1	?
27	O=C(CC1C=CCC1)Nc1ccc(SC2CCCC2)cc1 (configuration not stated)	-0.5%
28	CN(Cc1cccn1C)Cc1cccn1C	-15.6%[115 µM]
29	CCOc1ccc(OCC)c(NS(=O)(=O)c2c(C)[nH]c(=O)[nH]c2=O)c1	-14.0%
30	Cc1ccsc1CCNS(=O)(=O)c1ccc2c(c1)NC(=O)CC(C)S2 (configuration not stated)	-15.1%
31	CN(CC1Cc2ccccc2O1)C(=O)c1cn(Cc2ccccc2F)nn1 (configuration not stated)	10.0%
32	Cc1cnc(CN(C)c2cc(C3CC(O)C3)nc(N)n2)[nH]1 (configuration not stated)	30.7%[activator]
33	CN(C)c1ccc(-c2nc(-c3ccccn3)no2)cc1[N+](=O)[O-]	-4.0%
34	COc1ccc(N(C(=O)c2ccncc2)S(=O)(=O)c2cccs2)cc1	-10.2%
35	O=C(NCc1ccccc1)c1ccc(-c2cccs2)cc1	?
36	COc1cc(C)cc2oc(=O)c(CC(=O)NC3CCCCCC3)c(C)c12	?
37	CC(C)C(=O)/C(C#N)=C\c1cccc([N+](=O)[O-])c1	?
38	CC(C)c1ccc(N2C(=O)CSC23C(=O)N(Cc2ccccc2F)c2ccccc23)cc1 (configuration not stated)	4.6%
39	COc1ccc(CNC(=O)CSc2nc(-c3ccc(OC)c(OC)c3)cc(C(F)(F)F)n2)cc1	?
40	CCNC(=O)N1Cc2[nH]cnc2C[C@H]1c1nc(-c2ccc(F)c(Cl)c2)no1	39.8µM*
41	CCc1ccc(CN2CCCC3(Cc4ccccc4CNC3=O)C2)s1 (configuration not stated)	4.7%[149 µM]
42	CC(=O)c1ccc(N2CCN(c3ccc(S(=O)(=O)NCCN(C)C)cc3[N+](=O)[O-])CC2)cc1	10.3%
43	CCc1sc(Nc2cccc(Cl)c2)nc1-c1cc2cccc(OC)c2oc1=O	-3.2%
44	CSc1cccc(NC(=O)C2CCN(S(=O)(=O)c3ccc4c(c3)CCCN4C(=O)C3CCC3)CC2)c1	-8.0%
45	COc1ccc(-c2nc3ccccc3o2)cc1NC(=O)c1cc(Br)ccc1OC	-5.4%
46	Cc1ccc(NC(=O)C2CCCN2S(=O)(=O)c2cccc3nsnc23)cc1F (configuration not stated)	-10.8%
47	O=C(CCc1ccccc1)N1CC[C@H]2COC(=O)N2c2cc(F)ccc2C1	27.2%[86.2 µM]
48	CN(C)CCCn1cnc2cc(NC(=O)C[C@H]3NC(=O)c4ccccc4NC3=O)ccc21	-7.2%
49	CCOc1ccc(NC(=O)C2CCCN(S(=O)(=O)c3cccc4nonc34)C2)cc1 (configuration not stated)	-14.8%
50	NC(=O)[C@@H]1CN(C(=O)COc2ccccc2)C[C@H]1COc1ccccc1	19.9%

The last three entries of the part before lead into the next.
#	SMILES	KDM5B inhibitor
48	CN(C)CCCn1cnc2cc(NC(=O)C[C@H]3NC(=O)c4ccccc4NC3=O)ccc21	-7.2%
49	CCOc1ccc(NC(=O)C2CCCN(S(=O)(=O)c3cccc4nonc34)C2)cc1 (configuration not stated)	-14.8%
50	NC(=O)[C@@H]1CN(C(=O)COc2ccccc2)C[C@H]1COc1ccccc1	19.9%
51	Cc1ncsc1CCN(C)CC1(O)CCCNC1 (configuration not stated)	-21.7%
52	Cc1noc2c(Nc3ccc(Cl)cc3)cc(-c3cccnc3)nc12	-18.3%[86.2 µM]
53	CC(C)c1ccc(-c2noc(SCC(=O)N3CCN(c4ccc(F)cc4)CC3)n2)cc1	?
54	CNC(=S)NNC(=O)c1ccc(Br)s1	12.8%
55	O=C(c1ccc(-c2cccc(O)c2)nc1)N1CCCN(c2ncccn2)CC1	?
56	CSc1nc2c(c(=O)[nH]c(=O)n2C)n1Cc1cccc(C)c1	16.6%
57	O=C(Nc1ccc(N2CCCCC2)cc1)c1ccc(F)cc1F	-7.3%
58	CCc1ccccc1OCC(=O)c1ccc2c(c1)N(CC(=O)Nc1ccc(F)cc1)C(=O)CO2	?
59	Cc1cc(C)cc(OCC(=O)c2ccc3c(c2)N(CC(=O)N(C)Cc2ccccc2)C(=O)CO3)c1	-11.9%
60	O=C(CCSc1nnc(NC2CC2)s1)Nc1ccc(Cl)cc1F	-2.4%
61	O=C(c1ccc2c(c1)N(Cc1ccc(Cl)cc1)C(=O)c1ccccc1S2(=O)=O)N1CCCCCC1	-27.5%
62	C/C(=N/Nc1ccc(S(N)(=O)=O)cc1[N+](=O)[O-])c1cccc(Cl)c1	-3.1%
63	COC(=O)c1c(C)oc2ccc(N(C(=O)c3ccncc3)S(=O)(=O)c3cc(C)ccc3C)cc12	?
64	Cc1cc(C)n(CCC(=O)N2CC3CC(C2)[C@H]2CCCC(=O)N2C3)n1 (some centres not stated)	18.4%
65	Cc1nc(NC2CC2)sc1C(=O)NCc1ccco1	5.7%
66	CC(C)NC(=O)c1nn(-c2ccccc2F)nc1CO	-12.5%&-5.7%
67	O=C(/C=C/c1ccc(F)cc1)Nc1nc2n(n1)C(c1ccc(Cl)cc1)C=C(c1ccccc1)N2 (configuration not stated)	?
68	O=C(c1cc(CN2CCOCC2)on1)N1CCC(c2nc(C3CCOCC3)no2)C1 (configuration not stated)	-10.3%
69	O=C(CCS(=O)(=O)c1cc(Br)cc2c1N(C(=O)C1CC1)CC2)N1CCN(c2cccc(Cl)c2)CC1	-11.1%
70	COc1ccc(C(=O)Nc2nccs2)cc1C12CC3CC(CC(C3)C1)C2	12.0%

Filtered by structure: the entries above with a furan ring, fused or not.
#	SMILES	KDM5B inhibitor
63	COC(=O)c1c(C)oc2ccc(N(C(=O)c3ccncc3)S(=O)(=O)c3cc(C)ccc3C)cc12	?
65	Cc1nc(NC2CC2)sc1C(=O)NCc1ccco1	5.7%

(further entries)
#	SMILES	KDM5B inhibitor
71	O=C(c1ccc(F)cc1)N1CCCC2(CN[S+](=O)([O-])c3ccccc3N2)C1 (configuration not stated)	7.8%
72	COCCc1nncn1C1CCN(S(=O)(=O)c2ccccc2Cl)CC1	7.0%
73	CCOc1cc(-c2nccc3cc(OC)c(OC)cc23)cc(OCC)c1OCC	-11.6%
74	Cc1nc2cc(F)ccc2cc1C(=O)N1CCN(Cc2ccccc2)CC1	-11.0%
75	COc1ccc(-c2nc3c(c(-c4ccccc4)n2)CN(C(=O)Nc2ccccc2)CC3)cc1	22.9%
76	COC1CCCN(c2ncccc2-c2cc(-c3ccccc3)nc3c(C)noc23)C1 (configuration not stated)	39.8µM*
77	Cc1ccn2c(=O)c(C(=O)NCCc3ccc(S(N)(=O)=O)cc3)c(O)nc2c1	?
78	CCOc1cc2ccccc2cc1C(=O)Nc1nnc(C2CC2)s1	?
79	CC(C)(C)c1cc(N)c(O)c(Br)c1	?
80	CCOc1ccccc1NC(=O)N1CCCC(c2nc(C(C)C)no2)CCNC(=O)CC1 (configuration not stated)	8.6%
81	CCc1cccc(C)c1NC(=O)CN1C(=O)c2c(c3ccccc3n2C)C1c1ccc(OC)cc1 (configuration not stated)	?
82	O=C(CSc1nc(-c2ccccc2F)nc2cc(=O)[nH]n12)N1CCCc2ccccc21	5.3%
83	CCOC(=O)COc1ccc2c(c1)c(C(C)=O)c(C)n2-c1ccccc1	12.1%
84	O=C(CCC(=O)N/N=C/c1ccccc1[N+](=O)[O-])N/N=C/c1ccccc1[N+](=O)[O-]	39.6%[activator]
85	COCCc1noc(CC2CCOC3(CCN(C(=O)Nc4ccc5c(c4)OCCO5)CC3)C2)n1 (configuration not stated)	15.1%
86	Cc1ccc(NC(=O)CSc2nc3c(cnn3-c3ccc(C)cc3)c(=O)[nH]2)cc1	-5.1%
87	COCCN1C(=O)[C@H]2CN(Cc3ccccc3Cl)C[C@H]2C1=O	16.9%
88	CCOc1ccc(C(=O)c2cn(CC(=O)Nc3ccc4c(c3)OCO4)c3ccc(OC)cc3c2=O)cc1	-11.2%
89	Cn1c(Cn2cccn2)nnc1C1CC(NC(=O)COc2cccnc2)C1 (configuration not stated)	38.3%
90	Cc1ccc(CNC(=O)Nc2ccc(N3CCOCC3)nc2)s1	?
91	O=S(=O)(c1ccc(Cl)cc1)N1CCC(c2ccncc2)CC1	-10.9%
92	COCCCN1CC(=O)N2C(c3ccc(C)cc3)c3[nH]c4ccccc4c3C[C@H]2C1=O (some centres not stated)	-1.3%
93	CN(C)CC(O)CN(c1ccccc1)c1ccccc1 (configuration not stated)	-31.5%
94	CC[C@@H](NC(=O)c1cc(S(N)(=O)=O)ccc1C)C1CC(O)C1 (some centres not stated)	2.4%
95	O=C(Nc1ccc(Br)cc1)c1cc(-c2cccs2)nc2ccccc12	?
96	O=C(CCC1CCCC1)N1CCCC1c1nc(CCOCC2CC2)no1 (configuration not stated)	5.6%
97	O=C(CSc1nnc2ccccn12)Nc1ccc(S(=O)(=O)N2CCCC2)cc1	-17.5%
98	CC(C)Oc1ccc(NC(=O)c2cc3ccccc3o2)cc1	-14.6%
99	COCCn1c(SCC(=O)c2ccc(C3CCCCC3)cc2)nnc1-c1ccc(Cl)cc1	18.0%
100	O=c1[nH]c(N/N=C/c2cc3c(cc2[N+](=O)[O-])OCO3)nc2ccccc12	13.4%
101	C/C=C/Cn1c(Br)nc2c1c(=O)n(C)c(=O)n2C	-4.5%
102	Cc1ccc(CCN2CCCCC23Cc2ccccc2CN([S+](C)(=O)[O-])C3)cc1 (configuration not stated)	?
103	CCOC(=O)c1sc2cccc(F)c2c1COC(=O)c1occc1C	-2.2%
104	CNC(=O)c1cc(Nc2nnc(-c3ccc(O)cc3)c3ccccc23)ccc1OC	?
105	CN1CCN(CC(=O)Nc2ccccc2Oc2ccccc2)CC1	9.9%
106	COc1ccc(/C=C(\C#N)c2nc3ccccc3n2C)c(OC)c1	?
107	COc1ccc(CNC(=O)c2cc(-c3ccc(OC)cc3)nc3ccccc23)cc1	?
108	CCc1c(C)nc2c(Cl)cccc2c1Cl	-17.1%
109	O=C1NCCOCCCN(Cc2cccc(F)c2)[C@H]2CCCC[C@@H]12	-6.2%
110	CC(C)(C)c1cc(O)cc(C(C)(C)C)c1	-7.0%
111	CCc1nc(-c2c3n(c(=O)n(CC(=O)Nc4ccccc4CC)c2=O)CCCC3)no1	-20.7%
112	Cc1nc(NCc2cc(C3CC3)on2)cc(C2CC(O)C2)n1 (configuration not stated)	25.8%
113	O=C(NCc1cccc(Cl)c1)c1cc2ccc3cccnc3c2[nH]1	-14.6%
114	O=S(=O)(c1ccc2nc(N3CCN(c4ccccc4)CC3)ccc2c1)N1CCCC1	-25.0%
115	Cn1c(=O)[nH]c(=O)c2c1nc(N1CCCC1)n2CC(O)CO (configuration not stated)	-21.3%
116	CCn1cc(CN2CCCC(C(=O)c3ccc(-c4ccccc4)c(F)c3)C2)cn1 (configuration not stated)	2.0%

High-throughput results (PubChem)
